Assay outcomes: PubChem BioAssay, National Center for Advancing Translational Sciences (NCATS)
FEN1 inh: qHTS Assay for the Inhibitors of Human Flap endonuclease 1 (FEN1); P39748; Recombinant FEN1 flap cleavage, fluorescence, 15 min; Potency, µM (highest dose often 114 µM), without a hit: at the top dose activity change, negative = inhibition, actives largely listed as inhibitors; actives 0.35% (n = 390,000); AID 588795, 2011; also: nearly all actives have a fitted effect of over 65% in size
Target sequence (P39748 whole entry, looked up): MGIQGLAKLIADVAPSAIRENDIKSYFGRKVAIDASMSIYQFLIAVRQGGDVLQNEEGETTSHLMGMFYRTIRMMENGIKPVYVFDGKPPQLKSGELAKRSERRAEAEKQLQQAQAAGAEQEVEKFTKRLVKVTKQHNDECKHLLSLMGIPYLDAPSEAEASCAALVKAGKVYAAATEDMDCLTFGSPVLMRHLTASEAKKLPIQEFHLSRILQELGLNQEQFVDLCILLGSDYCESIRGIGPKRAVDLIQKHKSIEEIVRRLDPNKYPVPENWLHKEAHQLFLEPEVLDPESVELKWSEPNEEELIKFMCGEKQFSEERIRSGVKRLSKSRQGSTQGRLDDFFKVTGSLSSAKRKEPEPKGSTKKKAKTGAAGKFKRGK
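Enzyme 10 nM, 15 min RT preincubation with compound; start with substrate 50 nM final; reads at 0 and 15 min; qHTS titration, four-parameter Hill fit.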
GCN5L2 inh: qHTS Assay for Inhibitors of GCN5L2; GCN5L2 HAT assay, ThioGlo1 CoA-SH fluorescence; actives 0.21% (n = 390,000); Potency, µM (doses to about 58.9 µM), for inactives: at the top dose activity change, negative = inhibition, usual class: inhibitors
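Compounds, pin-transferred from DMSO stocks, meet 20nM GCN5L2 for 15 min before the reaction begins with H3(1-25) peptide (75uM) and acetyl-CoA (70uM). Thiol-reactive ThioGlo1 reports CoA release over 20 min at room temperature.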
N370S GC: qHTS Assay for Inhibitors and Activators of N370S glucocerebrosidase as a Potential Chaperone Treatment of Gaucher Disease | Potency, µM (top dose mostly 59.4 µM), inactives show top-dose activity change, negative = inhibition, usual class: inhibitors | actives 0.092% (n = 330,000) | Lysosomal acid glucosylceramidase (Homo sapiens), P04062 | N370S GC spleen homogenate, 4MU-glucoside fluorescence;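 also: 0% = full enzyme activity and -100% = no enzyme basal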
Numbers without * were called inactive; ? = inconclusive; . = not tested or not shown; & = joins results of further samples; [ ] = another dose, or the depositor's remark. Calls follow the shape of the dose curve; as a rule, active = well fitted curve in the direction sought with a large enough effect; inconclusive = small, poorly fitted or top-dose-only effect, or another doubt; inactive = no such curve, though single readings can be large; an effect the other way counts as inactive or inconclusive. Unless noted, % is scaled to controls: 0 for no effect and ±100 for the full control effect; potency is read from the fitted curve at half-maximal effect.

entry	Compound	FEN1 inh	GCN5L2 inh	N370S GC
1	CC(=O)Oc1c2c(c(CC=C(C)C)c3c1C(=O)C1=CC4CC5C(C)(C)OC(C/C=C(\C)C(=O)O)(C4=O)[C@]15O3)OC(C)(CCC=C(C)C)C=C2 (some centres not stated)	.	16µM*	-2%
2	CC(C)[C@]12CC(=O)[C@H](C)[C@H]1C2	0%	1%	2%
3	Cc1cccc(-n2c(/C=C/c3cccc4ccccc34)nc3ccccc3c2=O)c1	4%	-6%	.
4	CCC(=NCCO)c1c(O)n(-c2ccccc2)c(=O)[nH]c1=O	5%	0%	-1%
5	CCOc1cc2c(cc1OCC)-n1cccc1C(c1cc(C)c(OC)cc1C)NC2 (configuration not stated)	-6%	-1%	-19%
6	c1ccc2c(c1)CC1CNCc3cccc(c31)S2 (configuration not stated)	2%	-4%	-20%
7	Cc1ccc2c(c1)Cc1c(C(=O)NN3CCCCC3)nn(-c3ccc(Cl)cc3Cl)c1-2	.	?	2%
8	Cc1ccc(Sc2ccc(C=C3C(=O)N(C)C(=O)N(C)C3=O)o2)cc1	-1%	-11%	12%
9	CC(C)(C)OC(=O)c1ncn2c1[C@@H]1CCCN1C(=O)c1c(Br)cccc1-2	.	42%&1%[activator]	11%
10	O=C(Nc1ccc(Cl)cc1C(=O)c1ccccc1)c1ccccc1Br	5%	2%	.
11	Cc1nc2ccccc2c(=O)n1-c1ccc(Cl)c(Cl)c1	20%	4%	-10%
12	Cc1cccc(CCNCc2cc3ccc(C)cc3[nH]c2=O)c1	45%[activator]	-19%	3%
13	CN[C@@H](C)[C@H]1CC[C@@H](N)[C@@H](O[C@@H]2[C@@H](O)[C@@H](O[C@H]3OC[C@@](C)(O)[C@@H](NC)[C@@H]3O)[C@H](N)C[C@@H]2N)O1 (tested in a mixture with another compound)	.	7%[21.4 µM]	-21%[21.6 µM]
14	OCC(Br)(Br)Br	.	3%	-1%
15	COC(=O)c1ccc(CN2CCSC2=N)cc1	5%	3%	-3%
16	O=C(OCCCCN1C(=O)c2ccccc2C1=O)c1ccc(Br)o1	-23%	-4%	?
17	CCOC(=O)c1ccc2c(c1)n(Cc1ccccc1)c(C)[n+]2CC	3%	-3%	4%
18	COc1ccccc1-c1[se]c2ccccc2c1I	.	-13%	3%
19	COc1ccccc1N1CCN(Cc2ccccc2F)CC1	2%	-4%	5%
20	O=c1[nH]c(O)c(/C=C2\C=Nc3ccc(OCc4ccccc4)cc32)c(=O)[nH]1	-15%	-4%	2%
21	CC(C)(C)NC(=O)C1CC2CCCCC2CN1 (configuration not stated)	11%	1%	6%
22	C(=C\c1ccccc1)/CN1CCN(CCOC(c2ccccc2)c2ccccc2)CC1	.	-22%	-20%
23	COC(=O)C1=C(c2ccc(-c3ccccc3)c(F)c2)C[C@@H]2CC[C@H]1N2C(=O)NC(C)C	-24%	-10%	.
24	COP(N)(=O)SC (configuration not stated)	.	-12%	11%
25	CC[C@H](Oc1ccc(Cl)cc1)C(=O)OC1C[C@H]2CC[C@@H](C1)N2C (some centres not stated)	.	-7%	-19%
26	CCN(c1ccc(C)cc1C)S(=O)(=O)c1nnc(NC(=O)c2ccco2)s1	0%	-3%	?
27	Cc1ccccc1-c1cncnc1NCCc1cnc[nH]1	.	-4%	-5%
28	O=C1CN=C(c2ccccc2Cl)c2cc(Cl)ccc2N1Cc1cccc(Cl)c1	-6%	-8%	.
29	CC(=O)OCC(=O)[C@@H]1CC[C@H]2[C@H]3CC[C@H]4C[C@@H](O)CC[C@]4(C)[C@@H]3C(=O)C[C@@]12C	.	10%[21.4 µM]	9%[21.6 µM]
30	COc1ccc(C2C(C(=O)N3CCC4(CC3)OCCO4)CC(=O)N2c2ccc(OC)cc2)cc1 (configuration not stated)	31%[activator]	1%	13%
31	COc1cc(CN2CCN(C(=O)COc3ccccc3)CC2)cc(OC)c1OC	31%	-17%	3%
32	COC(=O)C1=C(c2ccc(F)cc2F)C[C@@H]2CC[C@H]1N2C(=O)NCc1ccco1	-14%	-5%	.
33	CCOC(=O)N1CCC(NC(=O)CCc2nc(C3=CCN(C)CC3)no2)CC1	29%&-1%	1%	9%
34	FC(F)(F)c1ccc(CN2CCNCC2)cc1	3%	-4%	4%
35	O=C(c1ccccc1)c1cn(CC(=O)N2CCOCC2)c2ccccc12	-8%	2%	-1%
36	Cc1ccc(Cn2nnnc2CN2CCC(n3nnc4ccccc43)CC2)cc1	4%	3%	-7%
37	Cc1ccc(C2(O)CCN3CCCCC32)cc1 (configuration not stated)	-3%	-4%	-6%
38	c1cncc(CNC2CCCC2)c1	0%	-7%	3%
39	COC(=O)C(Cc1ccc(N(CCCl)CCCl)cc1)N=Cc1ccccc1O (configuration not stated)	-3%	-6%	-14%
40	O=P(O)(O)C#Cc1ccccc1	.	1%	-3%
41	COC(=O)C1=C(c2c(C)noc2C)C[C@@H]2CC[C@H]1N2C(=O)NC1CC1	2%	-7%	.
42	Cc1ccc(-n2c(O)c(/C=N/NC(=O)c3ccncc3)c(=O)[nH]c2=O)cc1	-16%	3%	4%
43	COc1cccc(NP(=O)(Oc2ccccc2Cl)Oc2ccccc2Cl)c1	-22%	-8%	?
44	CC(C(=O)Nc1ccc(Br)cc1C(=O)c1ccccc1)N1CCCCC1 (configuration not stated)	-4%	0%	-10%
45	CC(=O)OCC(=O)[C@H]1CC[C@H]2[C@@H]3CC[C@H]4C[C@H](O)CC[C@]4(C)[C@H]3C(=O)C[C@]12C	1%	-4%	-12%
46	CCN1C[C@]2(COC)CC[C@H](O)[C@]34C1[C@](O)([C@@H](OC)[C@H]23)[C@@]1(O)C[C@H](OC)[C@H]2C[C@@H]4[C@@H]1[C@H]2OC	-14%	-7%	-6%
47	CP(=O)(O)CCCN	-14%	-6%	3%&5%&2%&-6%
48	CCCCCCCCCc1ccc(O)cc1	.	-14%	19%&15%
49	Cc1ccc(C2(O)CN3CCC2CC3)cc1 (configuration not stated)	-9%	-18%	-2%
50	O=c1[nH]c(O)c(C=Nc2ccc(F)c(Cl)c2)c(=O)[nH]1	-15%	1%	-4%

Remaining list, next part
entry	Compound	FEN1 inh	GCN5L2 inh	N370S GC
51	Cc1ccc(NC(=O)CN2C(=O)CN=C(c3ccccc3)c3ccccc32)cc1Cl	-8%	-16%	.
52	C=CCN1CC[C@]23c4c5ccc(O)c4OC2C(O)CC[C@@]3(O)[C@H]1C5 (some centres not stated)	5%	-1%	.
53	Oc1ccccc1CN(CCc1ccccc1)Cc1ccccc1	10%	-5%	-4%
54	C=CCn1c(CSc2ccccc2[N+](=O)[O-])n[nH]c1=S	?	-19%	-28%
55	COC(=O)C1=C(c2ccc(C(C)=O)cc2)C[C@@H]2CC[C@H]1N2C(=O)NC(C)C	-10%	-1%	.
56	CC(C)NCC(O)c1ccc(N)c(C#N)c1 (configuration not stated)	.	4%&12%	-3%&3%
57	C=CCn1c(O)c(C(C)=Nc2cccc(C(F)(F)F)c2)c(=O)[nH]c1=O	5%	-13%	21%
58	COC(=O)C1=C(c2ccc3ccccc3c2)C[C@@H]2CC[C@H]1N2C(=O)NCc1ccc(C(F)(F)F)cc1	-22%	-20%	.
59	CC(Cc1ccccc1)NC(=O)c1ccc(N)cc1 (configuration not stated)	4%	2%	-13%
60	CN(C)C(=O)Oc1ccc(-c2cn3cc(C(F)(F)F)ccc3n2)cc1	-1%	-3%	9%
61	O=C1NC(=O)N(c2cccc(F)c2)C(=O)/C1=C/c1ccc(N2CCOCC2)cc1	-4%	?	14%
62	Cc1cc2ccccn2c1C(C[N+](=O)[O-])c1c(F)cccc1Cl (configuration not stated)	7%	-7%	5%
63	CC1(C)CC(=O)C(C=NCCN2CCN(C(=O)Cc3ccc(F)cc3)CC2)=C(O)C1	-2%	-2%	-1%
64	c1ccc(C2CN3CCC2CC3)cc1 (configuration not stated)	1%	-1%	-3%
65	CN1C(=O)c2ccccc2Sc2ccc(C(=O)N3CCC4(CC3)OCCO4)cc21	-3%	-7%	1%
66	c1ccc2c3c(ccc2c1)OCC1CONC31 (configuration not stated)	12%	-2%	1%
67	COCCNC(=O)N1[C@H]2CC[C@@H]1C(C(=O)OC)=C(c1ccc(OC)c(OC)c1)C2	20%	-6%	.
68	COC(=O)C1=C(c2ccc3ccccc3c2)C[C@@H]2CC[C@H]1N2C(=O)N1CCOCC1	4%	-7%	.
69	CCN(CC)c1nc2c(C)cccn2c(=O)c1C=C1C(=O)NC(=O)NC1=O	-17%	-7%	4%
70	C[C@]12CC[C@H](OS(=O)(=O)O)CC1=CCC1C2CC[C@]2(C)C(=O)CC[C@@H]12 (some centres not stated)	.	11%	-3%
71	COc1ccc(-c2nc(CN3C(=O)CN=C(c4ccccc4)c4cc(Cl)ccc43)c(C)o2)cc1	3%	-1%	.
72	C=CCn1c(C)c(C=C2C(=O)NC(=O)NC2=O)c2ccccc21	10%	-2%	0%
73	C=C1[C@@H](C)[C@H]2[C@H](Cc3ccccc3)NC(=O)[C@]23OC(=O)/C=C/[C@H](O)CCC[C@@H](C)C/C=C/[C@H]3[C@@H]1O	-6%&-1%	2%&3%	-4%&-4%&11%
74	COc1ccc2c(c1)C13CCCC[C@@H]1C(C2)N(C)CC3 (some centres not stated)	-5%	-11%	-4%
75	O=C(/C=C/C=C/c1ccccc1)CC1(O)C(=O)Nc2ccccc21 (configuration not stated)	1%	?	-1%

Compound profiles (already shown):
`COC(=O)C1=C(c2ccc(C(C)=O)cc2)C[C@@H]2CC[C@H]1N2C(=O)NC(C)C` as listed: FEN1 inh: -10%; GCN5L2 inh: -1%; N370S GC: .
`CC(C)NCC(O)c1ccc(N)c(C#N)c1` (configuration not stated) as listed: FEN1 inh: .; GCN5L2 inh: 4%&12%; N370S GC: -3%&3%
`COC(=O)C1=C(c2ccc3ccccc3c2)C[C@@H]2CC[C@H]1N2C(=O)NCc1ccc(C(F)(F)F)cc1` as listed: FEN1 inh: -22%; GCN5L2 inh: -20%; N370S GC: .

The results go on.
entry	Compound	FEN1 inh	GCN5L2 inh	N370S GC
76	COC(=O)C1=C(c2ccc(F)cc2F)C[C@@H]2CC[C@H]1N2C(=O)NCCCOC(C)C	22%	-2%	.
77	Cc1c(C(=O)O)cccc1-n1c(C)cc(/C=C2\C(=O)NC(=O)N(c3ccc4c(c3)OCO4)C2=O)c1C	?	-14%	12%
78	O=C(CCCN1CCC2(CC1)C(=O)N(Cc1cccc(F)c1)CN2c1ccccc1)c1ccc(F)cc1	.	-19%&-21%	-9%&-11%
79	COCC(C)N(C(=O)CCl)c1c(C)csc1C (configuration not stated)	.	-5%	-16%
80	CCOP(=O)(OCC)c1nc(-c2cccc3ccccc23)oc1N1CCCCC1	-9%	?	?
81	Cn1cc(C(=O)C(=O)N[C@H]2CN3CCC2CC3)c2ccccc21	.	?	-18%&-3%
82	CCn1c(O)c(/C=N/N2CCOCC2)c(=O)n(CC)c1=S	17%	-5%	-1%
83	Cc1ccccc1N1C(=O)CC(=O)N(c2ccccc2C)C1=O	4%	-3%	-20%
84	Cc1cc2ccccc2c(=O)n1CC(=O)NCC(=O)N1CCC2(CC1)OCCO2	1%	-3%	5%
85	CN1CC(C#N)C2(O)c3ccccc3CCC2C1 (configuration not stated)	5%	1%	2%
86	COC(=O)C1=CO[C@@H](C)[C@@H]2CN3CC[C@]4(C(=O)Nc5ccccc54)[C@@H]3C[C@H]12	8%	0%	10%
87	CC1(c2ccc(Cl)cc2Cl)OCC(Cn2cncn2)O1 (configuration not stated)	0%	3%	4%
88	CN1[C@@H]2CC[C@H]1CC(O)C2 (some centres not stated)	.	6%[21.4 µM]	1%[21.6 µM]
89	Brc1c(NC2=NCCN2)ccc2nccnc12	?	-5%&2%	-22%&-1%&2%&1%&-9%
90	COC(=O)c1cc(C(O)(C(=O)OC)C(F)(F)F)c(/N=C/N(C)C)s1 (configuration not stated)	-12%	-5%	18%
91	CCCCCCn1c(=O)c(C(=O)Nc2ccncc2)c(O)c2ccccc21	.	-13%	2%
92	CC(C)=CCC[C@]1(C)[C@@H](CC=C(C)C)C[C@@]2(CC=C(C)C)C(=O)[C@]1(C(=O)C(C)C)C(=O)C(CC=C(C)C)=C2O	.	28µM*	-5%
93	CC(Cc1ccccc1)[n+]1cc(/N=C(\[O-])N(C)C)on1 (configuration not stated)	0%	-2%	-21%
94	Cc1cc(OCC(=O)N[C@@H](Cc2ccccc2)C(=O)O)c2c3c(c(=O)oc2c1)CCCC3	-19%	-12%	11%
95	CCC(=NCc1cccnc1)c1c(O)n(-c2ccc(Cl)cc2)c(=O)[nH]c1=O	6%	0%	4%
96	COc1ccc(-n2c(O)c(/C(C)=N/N3CCCCCC3)c(=O)[nH]c2=O)cc1	-1%	-7%	7%

This is a subset; the hit share may differ from the screen's.
